Mcl1-Noxa inh: Mcl-1/Noxa binding inhibitors, primary screen, biochemical, TR-FRET, 1536-well; Induced myeloid leukemia cell differentiation protein Mcl-1 (Homo sapiens), Q07820; TR-FRET Mcl-1/Noxa peptide binding, 2 h; inhibition, % at 21.7 µM; 220,000 tested, 1.5% active; AID 1022, 2008;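 active = compounds that cut the protein-peptide binding signal by more than 50% relative to plate controls in a single-dose test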;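 note: His-tagged Mcl-1 with rhodamine Noxa BH3 peptide and terbium anti-His antibody; 0% = Mcl-1 plus Noxa peptide wells and 100% = peptide-only wells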
Target sequence (Q07820 whole entry, looked up): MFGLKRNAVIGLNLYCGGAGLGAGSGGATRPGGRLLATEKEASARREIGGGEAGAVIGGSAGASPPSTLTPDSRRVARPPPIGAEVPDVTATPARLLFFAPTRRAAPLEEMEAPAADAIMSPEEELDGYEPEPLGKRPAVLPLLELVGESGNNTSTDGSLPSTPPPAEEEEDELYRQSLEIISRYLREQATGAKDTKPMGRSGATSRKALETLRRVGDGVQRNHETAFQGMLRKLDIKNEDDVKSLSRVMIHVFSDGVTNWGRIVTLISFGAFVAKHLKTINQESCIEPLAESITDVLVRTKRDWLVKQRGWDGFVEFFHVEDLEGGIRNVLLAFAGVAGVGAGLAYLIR
RGS4-Gao reg: modulators of RGS4 binding to Galphao, primary screen, biochemical, multiplexed bead flow cytometry. actives lie on both sides. binding response (% of control), % at 10 µM. 220,000 tested, 0.33% active; in the data active = binding response below about 49% or above about 150%; inactive = in between;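 note: fluorescent Galphao activated with aluminum fluoride binding bead-coupled RGS4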
Target sequence (P09471 whole entry, looked up): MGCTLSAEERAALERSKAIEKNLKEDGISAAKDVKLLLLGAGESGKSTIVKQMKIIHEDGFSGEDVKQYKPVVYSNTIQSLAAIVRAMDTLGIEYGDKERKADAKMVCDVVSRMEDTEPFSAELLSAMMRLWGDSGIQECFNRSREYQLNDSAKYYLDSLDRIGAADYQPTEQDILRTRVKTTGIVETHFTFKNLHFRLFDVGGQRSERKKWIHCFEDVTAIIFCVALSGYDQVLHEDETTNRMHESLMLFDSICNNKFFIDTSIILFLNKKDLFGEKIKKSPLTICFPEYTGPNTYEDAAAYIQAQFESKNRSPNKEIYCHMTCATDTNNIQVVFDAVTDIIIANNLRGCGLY
ABCB1 block: ABCB1 efflux pump inhibitors, primary screen, cell-based, multiplex, flow cytometry, ABCG2 counter-screen; ATP-dependent translocase ABCB1 (Homo sapiens), P08183; CCRF-Adr cells, JC-1 efflux; inhibition, % at 6.6 µM; 190,000 tested, 0.067% active; AID 1326, 2008; in the data active = inhibition above about 40%;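 note: 0% = vehicle and 100% = reference inhibitor; higher value means more JC-1 retained so stronger ABCB1 efflux block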
Mcl1 Bid PPI: Mcl-1/Bid binding inhibitors, primary screen, biochemical, TR-FRET, 1536-well; TR-FRET Mcl-1/Bid-Dy647 peptide binding; inhibition, % at 21.7 µM; 220,000 tested, 0.97% active;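 active = compounds that cut the binding signal by more than half at the single screening dose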;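 note: His-tagged Mcl-1 with europium anti-His antibody binding Bid BH3 peptide; 0% = Mcl-1 plus peptide wells and 100% = peptide-only wells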
Bim-Mcl-1: inhibitors of Bim peptide binding to Mcl-1, primary screen, biochemical, bead-based flow cytometry, multiplex; Induced myeloid leukemia cell differentiation protein Mcl-1 (Homo sapiens), Q07820; Bim peptide-Mcl-1 binding; inhibition, % at 10 µM; 190,000 tested, 0.1% active; in the data active = inhibition above about 40%;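 note: 0% = no compound tracer wells and 100% = peptide blocker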
GSH fluor: compound fluorescence on glutathione beads, profiling panel, artefact control, biophysical, 488/530 nm, flow cytometry; GSH beads flow cytometry, compound fluorescence 488/530 nm; hits give high values; fluorescence (KMESF) at 10 µM; 190,000 tested, 0.25% active; in the data active = fluorescence above about 89;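 note: glutathione beads carrying GST-tagged Bcl family fusion proteins plus one bare bead set; values are compound well signal with DMSO vehicle wells as background; inactives centre near 16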
Avidin fluor: green autofluorescence of compounds with avidin beads – biophysical, 488/530 nm, flow cytometry, artefact control, profiling panel; compound fluorescence 488/530 nm; hits give high values; AID 1775, 2009; fluorescence (KMESF) at 10 µM; 220,000 tested, 0.38% active; in the data active = fluorescence above about 47; note: inactives centre near 10
RGS7-Gao reg: RGS7-Galphao binding modulators, primary screen, biochemical, multiplexed bead flow cytometry. actives lie on both sides. binding response (% of control), % at 10 µM. 220,000 tested, 0.35% active. AID 1439, 2008; in the data active = binding response below about 49% or above about 150%; inconclusive = no clear call, values can overlap the other calls; inactive = in between;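 note: fluorescent Galphao held in activated GDP-AlF4 state binding bead-coupled RGS7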
Pf gamet viab: late stage P. falciparum gametocyte viability inhibitors, primary screen, ATP luminescence, HTS; inhibition, % at 10.9 µM; P. falciparum stage V gametocytes, 24 h; 150,000 tested, 0.065% active;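 active = inhibition above the mean plus 3 SD of compounds within the control limits, set per campaign, cut at about 38% in these data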;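 note: 0% = DMSO wells and 100% = medium only without gametocytes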
ABCG2 inh: ABCG2 efflux pump inhibitors, primary screen, multiplex with ABCB1, IgMXP3 cells, flow cytometry. Broad substrate specificity ATP-binding cassette transporter ABCG2 (Homo sapiens), Q9UNQ0. inhibition, % at 6.6 µM. 190,000 tested, 0.1% active. AID 1325, 2008. JC-1 efflux;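 active = inhibition above 80%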;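 note: 0% = DMSO and 100% = nicardipine control wells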
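material = IgMXP3 (ABCG2) plus far-red-tagged CCRF-Adr (ABCB1) cells | amount = 3 million cells/mL, equal mix of both lines | also added = JC-1 transporter substrate | dosing = one concentration, 6.6 µM final | schedule = 10 min at 25 °C | measured by = flow cytometric JC-1 green MFI at 530 nm | read-out basis = percent efflux inhibition, scaled nicardipine 100% to DMSO 0%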
RGS8-Gao reg: RGS8-Galphao binding modulators, primary screen, biochemical, multiplexed bead flow cytometry. Guanine nucleotide-binding protein G(o) subunit alpha (Homo sapiens), P09471. actives lie on both sides. response (percent of control binding), % at 10 µM. 220,000 tested, 0.34% active. AID 1423, 2008; in the data active = response below about 60% or above about 140%; inactive = in between;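 note: Galphao activated as the GDP aluminium fluoride complex binding bead-coupled RGS8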
* = called active by the depositor; ? = inconclusive; nt = no result given.

SMILES	Mcl1-Noxa inh	RGS4-Gao reg	ABCB1 block	Mcl1 Bid PPI	Bim-Mcl-1	GSH fluor	Avidin fluor	RGS7-Gao reg	Pf gamet viab	ABCG2 inh	RGS8-Gao reg
CC(=O)Nc1ccn(Cc2c(F)cccc2Cl)n1	23	103	0.3	-8	0	31	16	103	nt	4	103
CCC(=O)Nc1ccc(Cl)c(NC(=O)c2c(OC)cccc2OC)c1	7	100	0.5	-4	-6	23	12	?	nt	20	102
CN(C)/C=N/c1ncc(C(=O)c2ccc(Cl)cc2Cl)s1	-13	100	1.7	2	1	11	23	99	7	8	103
COc1ccc(-c2ccc(C#N)c(SCC(=O)Nc3sc4c(c3C#N)CCC4)n2)cc1OC	16	98	0.6	73*	18	4	10	100	nt	0	101
COc1ccc(C(=O)NNC(=O)c2ccccc2[N+](=O)[O-])cc1Br	5	103	1.6	-15	-4	8	3	102	10	16	99
COc1cccc(C(C(=O)NC2CCCC2)N(C(=O)c2ccco2)c2ccc(-n3cnnn3)c(C)c2)c1OC (stereo unspecified)	-13	101	0.0	-4	-3	24	5	103	nt	0	102
CC(=O)NCC(=O)N(Cc1ccco1)C1(C(=O)NC2CCCCC2)CCCCC1	10	98	0.8	-13	-1	25	37	99	nt	2	97
CCCS(=O)(=O)N1CCC(C(=O)NCCCN2CCC(Cc3ccccc3)CC2)CC1	nt	106	-0.1	-13	-5	31	11	100	nt	2	101
CC(=O)c1cccc(NC(=O)C2CCN(C(=O)c3ccc([N+](=O)[O-])cc3)CC2)c1	9	99	0.7	73*	-2	16	8	101	-2	4	102
Cc1cc(C)cc(OCc2nnc(SCC(=O)Nc3ccccc3)o2)c1	1	100	1.1	-8	-3	27	12	100	4	26	100
COc1ccc(C)cc1NC(=O)CSc1nnc(COc2ccc(C)cc2)n1Cc1ccco1	3	98	3.4	5	-3	35	17	100	-20	31	99
CCN(Cc1ccccc1)C(=O)c1ccc(Cl)cc1[N+](=O)[O-]	11	100	-0.4	-11	0	58	27	99	nt	0	98
Cc1ccccc1S(=O)(=O)Cc1ccc(C(=O)NCc2cccnc2)o1	11	93	0.3	-13	-3	26	14	93	nt	2	100
CNC(=O)c1ccsc1NC(=O)c1ccccc1	17	104	nt	-21	nt	nt	8	?	nt	nt	101
Cc1cc(CN(C)C(=O)CC2C(=O)NCCN2Cc2ccc(F)c(F)c2)on1 (stereo unspecified)	-6	98	0.6	-49	-3	14	7	103	4	2	98
O=C(Nc1ccc(Cc2ccc(NC(=O)N3CCOCC3)cc2)cc1)N1CCOCC1	-8	106	-0.2	42	-2	14	11	107	nt	-2	106
CCCOc1cccc(C(=O)Nc2ccc(Br)cc2F)c1	-1	98	0.1	-4	-7	11	4	104	-2	1	104
O=C(CC1C(=O)NCCN1C(=O)Nc1ccc(F)cc1F)Nc1ccc(F)cc1 (stereo unspecified)	2	110	nt	3	nt	nt	7	?	-5	nt	108
COc1ccc(NC(=O)Cn2nc(Cc3cccnc3)c3ccccc3c2=O)cc1OC	20	103	0.1	-4	3	27	6	105	nt	3	103
O=C1ON=C(c2ccccc2)/C1=C/c1ccc(-c2ccccc2[N+](=O)[O-])o1	67*	93	-1.0	-11	-8	8	9	89	10	-5	80
COc1ccc(CC(=O)n2nc(-c3ccc(Cl)cc3)nc2NCc2ccco2)cc1	11	101	1.0	3	-1	15	9	103	17	3	103
CC(C)c1ccccc1NC(=S)N(C)C	-17	-47*	nt	-14	nt	nt	-3	?	5	nt	10*
CCc1ccc2[nH]c(=O)c(C3C(C#N)=C(N)Oc4c3ccc3cccnc43)cc2c1 (stereo unspecified)	23	94	1.1	-81	0	39	9	89	3	10	101
O=C(Cc1n[nH]c(=O)c2ccccc12)N1CCN(c2ccc(F)cc2)CC1	-13	105	0.4	-10	1	11	23	105	4	1	104
CNc1nc(-c2ccc3c(c2)CCN3C(=O)c2ccccc2C)cs1	4	84	0.7	-65	-3	18	3	56	-5	3	59*

The final 2 entries of the section above open the next one:
SMILES	Mcl1-Noxa inh	RGS4-Gao reg	ABCB1 block	Mcl1 Bid PPI	Bim-Mcl-1	GSH fluor	Avidin fluor	RGS7-Gao reg	Pf gamet viab	ABCG2 inh	RGS8-Gao reg
O=C(Cc1n[nH]c(=O)c2ccccc12)N1CCN(c2ccc(F)cc2)CC1	-13	105	0.4	-10	1	11	23	105	4	1	104
CNc1nc(-c2ccc3c(c2)CCN3C(=O)c2ccccc2C)cs1	4	84	0.7	-65	-3	18	3	56	-5	3	59*
CC12CCC(C(=O)Nc3c(Cl)cccc3Cl)(C(Br)C1=O)C2(C)C (stereo unspecified)	-1	100	0.6	-8	0	10	5	99	2	5	99
CCCCC(=O)Nc1cc(OC)c(NC(=O)C2CCCCC2)cc1OC	5	103	0.5	-15	0	7	8	103	nt	4	109
CCCc1nc2ccccc2c(C(=O)OCC(=O)Nc2c(C)n(C)n(-c3ccccc3)c2=O)c1CC	20	105	1.4	-5	-11	19	14	103	9	9	105
C=CCSc1nc(C)c(CC=C)c(=O)[nH]1	24	95	0.3	-10	0	40	2	94	nt	1	83
O=C(NC1CCCCC1)C1c2ccccc2C(=O)N1Cc1ccc2c(c1)OCO2 (stereo unspecified)	15	97	2.3	6	-2	14	16	101	-10	2	97
CC(=O)c1cccc(NC(=O)CC2S/C(=N/N=C/c3ccccc3)NC2=O)c1 (stereo unspecified)	-33	92	0.0	6	-1	21	8	88	18	0	96
CCOc1ccc(S(=O)(=O)NC(C)(C)C)cc1-c1nc2c(C(C)(C)C)nn(C)c2c(=O)[nH]1	31	103	2.3	49	0	18	7	101	8	3	98
CSc1nsc(SCC(=O)Nc2ccc(Br)cn2)n1	20	98	0.0	-56	-3	8	26	96	10	2	102
O=C(c1ccco1)N1N=C(c2cccs2)CC1c1ccco1 (stereo unspecified)	7	96	0.3	-22	-1	10	10	91	7	16	101
COc1ccc(-c2csc(C3=C(O)CN(Cc4ccc(Cl)cc4)C3=N)n2)cc1OC	35	105	0.1	-1	1	9	4	109	nt	1	98
COc1cccc(CSc2nnc(-c3ccco3)n2C)c1	-4	110	0.7	-9	-1	22	38	109	-8	4	105
Cc1ccc(NC(=O)CSc2nnc(Cc3cccn3C)n2-c2ccc(F)cc2)cc1	2	102	-2.7	-8	0	23	5	100	nt	-1	105
CS(=O)(=O)N1CCN(c2nnc(-c3ccccc3)c3ccccc23)CC1	-7	104	1.4	-17	-5	6	10	100	2	5	105
O=C(Nc1c(C(=O)N2CCOCC2)cnn1-c1ccccc1Cl)c1ccco1	-7	103	-0.2	-4	0	33	16	97	nt	0	105
COc1ccc(C2/C(=C(/O)c3ccccc3)C(=O)C(=O)N2c2ncccn2)cc1OC (stereo unspecified)	40	107	-0.1	8	0	23	10	103	0	0	104
O=C(CSc1nc2ccccc2o1)N1CCN(c2ccc(Cl)cc2)CC1	6	100	0.5	-17	9	32	10	102	-8	1	95
O=C(/C=C/c1cccs1)N1CCN(Cc2ccc3c(c2)OCO3)CC1	-10	105	nt	-43	-7	12	5	101	-2	5	108
COc1ccc(N2C(=O)CC(NCc3ccncc3)C2=O)cc1 (stereo unspecified)	-9	103	0.2	-25	3	25	4	102	-11	2	100
CC(C)(C)NC(=O)CN(Cc1cccs1)C(=O)C1COc2ccccc2O1 (stereo unspecified)	6	103	-0.6	-42	0	14	7	102	-16	-3	100
Cc1nc(NC(=S)NC(=O)c2cncc(Br)c2)ccc1Br	-8	101	0.1	-40	0	24	10	97	nt	0	100
COCC(=O)N(Cc1nc2ccccc2c(=O)[nH]1)Cc1cccs1	-12	101	0.2	-43	1	43	4	96	nt	0	101
CCOc1ccc(C2C(C(=O)Nc3ccc(F)cc3)=C(C)Nc3nc(CCCO)nn32)cc1 (stereo unspecified)	4	105	0.3	-20	-1	25	7	104	nt	0	103
COc1ccc(Cc2nc(-c3ccc(Cl)cc3)no2)cc1	nt	102	1.2	2	-4	33	12	99	-17	5	102
OCCNc1nc(Nc2ccc(O)cc2)nc2ccccc12	36	96	nt	-35	nt	nt	8	?	22	nt	97
Cc1ccc(N2CC(C(=O)Nc3ccncc3)CC2=O)cc1 (stereo unspecified)	-5	102	0.2	1	0	32	13	101	nt	0	105

(more compounds)
SMILES	Mcl1-Noxa inh	RGS4-Gao reg	ABCB1 block	Mcl1 Bid PPI	Bim-Mcl-1	GSH fluor	Avidin fluor	RGS7-Gao reg	Pf gamet viab	ABCG2 inh	RGS8-Gao reg
COC(=O)CSc1nc(N)c(C#N)c(C(C)C)c1C#N	7	98	-0.2	-11	0	26	6	102	-14	1	102
Nc1ccc(-n2nnnc2CN2CCOCC2)cc1	6	105	0.0	-7	-6	10	19	106	nt	2	105
Cc1ccc(O)c(-c2cc(C(F)(F)F)[nH]n2)c1	0	92	0.4	-24	-2	26	14	93	-6	5	102
CC(=O)Nc1ccc(S(=O)(=O)CCC(=O)O)cc1	1	100	-0.6	-2	-1	12	19	101	-9	-2	103
Cc1cc(C)n(CC(=O)O)n1	11	96	0.6	-3	-3	17	16	93	nt	2	82
Cc1cc(N2CCN(C3CCCCC3)CC2)nc2cccc(O)c12	1	100	0.3	-16	0	15	25	99	nt	4	103
Cc1cccc(C(=O)O/N=C2\CCCc3ccccc32)c1	7	96	1.1	3	-1	16	22	99	-29	11	98
FC(F)(F)c1cnc(Sc2nc3nccc(-c4ccc(Cl)cc4)n3n2)c(Cl)c1	-3	103	1.6	1	-10	27	35	107	13	21	108
CCc1ccc(NC2=NCC(=O)N2Cc2ccc3c(c2)OCO3)cc1	0	102	0.6	-19	-2	10	7	101	nt	2	102
Cc1cc(NC(=O)/C=C/c2ccc(Br)cc2)no1	-9	96	-0.1	7	-3	25	11	93	nt	15	96
O=C(NCc1ccccc1)c1cc(=O)[nH]c2ccccc12	-18	99	1.4	-29	-2	39	12	98	12	12	99
CN(CCCNC(=O)CSc1cc(=O)n(C)c2cc(Cl)ccc12)Cc1ccccc1	6	99	1.2	-16	2	10	3	101	-15	-1	104
CN(c1ccccc1)S(=O)(=O)c1ccc(NC(=O)C2CCCCC2C(=O)O)cc1 (stereo unspecified)	7	96	0.1	-17	0	52	22	94	11	1	88
CN(C)c1nc(N(C)C)nc(N(C#N)CCOc2ccccc2)n1	0	110	1.0	-5	-2	13	5	107	nt	22	107

Compound activity as filed in PubChem BioAssay.
